# From PubChem BioAssay
# BAP1 block: blocks human BAP1 ubiquitin-AMC hydrolysis; hit rate 0.48% among 72,000; recombinant BAP1, Ub-AMC hydrolysis fluorescence kinetic; active compounds read low; Q92560; activity remaining (% of control), % at 20 µM; AID 436;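 active = activity remaining at or below 50% of control, provided the compound also passes the data quality filters; inactive = the rest, including low values that fail the filters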;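 also: 100% = DMSO wells rate and 0% = substrate alone blank rate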
# Target sequence (Q92560 whole entry, looked up): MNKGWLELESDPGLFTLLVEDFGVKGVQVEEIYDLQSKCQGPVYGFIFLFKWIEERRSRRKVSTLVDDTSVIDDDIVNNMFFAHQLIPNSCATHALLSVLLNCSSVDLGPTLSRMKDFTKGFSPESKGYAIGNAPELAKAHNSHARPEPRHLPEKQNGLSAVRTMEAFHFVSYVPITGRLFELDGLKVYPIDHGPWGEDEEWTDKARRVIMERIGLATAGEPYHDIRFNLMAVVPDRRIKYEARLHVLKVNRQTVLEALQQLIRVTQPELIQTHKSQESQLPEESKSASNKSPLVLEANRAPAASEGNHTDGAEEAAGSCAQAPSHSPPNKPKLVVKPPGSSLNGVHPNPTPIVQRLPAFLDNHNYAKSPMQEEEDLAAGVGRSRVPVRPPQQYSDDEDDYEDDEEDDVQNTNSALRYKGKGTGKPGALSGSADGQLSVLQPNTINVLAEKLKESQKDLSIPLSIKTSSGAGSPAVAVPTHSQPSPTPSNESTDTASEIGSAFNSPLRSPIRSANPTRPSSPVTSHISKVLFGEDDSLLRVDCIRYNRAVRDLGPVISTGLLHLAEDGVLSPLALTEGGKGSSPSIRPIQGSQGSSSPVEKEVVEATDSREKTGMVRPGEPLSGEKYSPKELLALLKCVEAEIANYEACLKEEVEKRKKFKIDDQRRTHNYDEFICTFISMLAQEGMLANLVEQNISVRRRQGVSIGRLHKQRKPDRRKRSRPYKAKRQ
# HePTP inhibitor: blocks human HePTP tyrosine phosphatase. P35236. recombinant HePTP phosphatase activity, OD absorbance. inhibition, % at 20 µM. hit rate 0.64% among 110,000; in the data active = inhibition above about 50%;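 also: plate controls were vehicle for no effect and reference inhibitor for full effect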
# Target sequence (P35236 whole entry, looked up): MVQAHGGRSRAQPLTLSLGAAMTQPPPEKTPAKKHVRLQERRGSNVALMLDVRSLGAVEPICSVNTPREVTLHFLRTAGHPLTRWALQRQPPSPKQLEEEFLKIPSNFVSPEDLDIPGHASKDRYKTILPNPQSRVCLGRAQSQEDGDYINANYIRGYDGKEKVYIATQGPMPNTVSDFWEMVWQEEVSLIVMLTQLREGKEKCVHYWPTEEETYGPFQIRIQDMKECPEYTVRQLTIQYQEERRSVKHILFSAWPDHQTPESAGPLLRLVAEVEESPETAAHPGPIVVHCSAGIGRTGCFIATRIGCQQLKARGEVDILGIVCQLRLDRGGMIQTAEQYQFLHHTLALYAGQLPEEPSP
# Numbers without * were called inactive; / = no result given.
# Below each compound – BAP1 block, HePTP inhibitor
CCC(C)[C@H](NC(=O)NCc1cccs1)C(=O)OC (stereo partly drawn)
 : 107, 10
NNC(=O)c1cc(-c2ccc3ccccc3c2)n[nH]1
 : /, -8
O=[N+]([O-])c1ccc(N2CCN(c3ccc([N+](=O)[O-])c4cccnc34)CC2)c(Cl)c1
 : 64, /
COc1ccc(NC(=O)C2CCN(c3nc(C)nc4c3CCC4)CC2)cc1
 : 96, 0
Cc1cccc2nc(CSc3nncn3-c3ccccc3)cn12
 : 103, 0
CS(=O)(=O)N(CC(=O)NCc1ccco1)c1cc(C(F)(F)F)ccc1Cl
 : 96, -4
Cc1cc(N2C(=O)C3CC=CCC3C2=O)cc(C)c1Br (stereo not drawn)
 : 94, 1
Cc1ccc(C2(c3ccc(C)cc3)NC(=O)N(Cc3c(C)noc3C)C2=O)cc1
 : 62, -7
Cc1ccc2c(c1)nnn2C1CCN(CC(=O)c2ccc(Cl)cc2)CC1
 : 78, -4
COc1cccc(Nc2cc(=O)n(-c3ccccc3)c3ccccc23)c1
 : /, -6
COc1ccccc1NC(=O)Cn1cnc2c(oc3ccccc32)c1=O
 : 90, 9
O=C(Nc1nccs1)C1CCCN1S(=O)(=O)c1cccc2cccnc12 (stereo not drawn)
 : 97, -6
c1ccc(Oc2nc(Oc3ccccc3)nc(N3CCOCC3)n2)cc1
 : 106, -6
O=C(COc1ccc(Br)cc1)Nc1ccc(Cl)cn1
 : /, 4
Cc1cccc(N2C(N)=NC(N)=NC23CCCCC3)c1
 : 106, 4
CCCCc1c(C)nc(N/N=C(\C)c2cccc([N+](=O)[O-])c2)[nH]c1=O
 : /, -12
CCCCC(CCC(=O)Nc1ccc(C(=O)OC)cc1)C(=O)O (stereo not drawn)
 : 141, 3
O=C(O)c1ccc(N2C(=O)C3ON(c4ccccc4)C(c4ccccc4F)C3C2=O)cc1 (stereo not drawn)
 : 97, -4
O=C(Cn1nnc(-c2ccncc2)n1)NCCc1ccccc1
 : 90, 4
C=CCNc1ncnc2ccccc12
 : 116, 4
COC(=O)c1ccc2c(c1)C(=O)N(C1CCCCC1)C2=O
 : 114, 4
Cc1ccc(C=Nc2ccc(F)cc2)o1
 : /, -1
COc1cc(C(=O)NCc2ccc(C)cc2)c([N+](=O)[O-])cc1OC
 : /, -3
COc1ccccc1N1CCN(C(=O)c2ccc(N(C)C)cc2)CC1
 : /, -9
COC(=O)Cn1cc(C(=O)C2CC2)c2ccccc21
 : 62, -5
CCOCCCNC(=O)C(Cc1ccccc1)NC(=O)c1ccco1 (stereo not drawn)
 : 74, -4
COc1ccc2c(c1OC)C(=O)N(c1ccc(Cl)c(Cl)c1)C2=O
 : /, -13
CC1=C(C(=O)N2CCCCC2)C(c2cccs2)NC(=O)N1 (stereo not drawn)
 : 86, 9
COc1ccc(N2CCN(C(=O)c3ccc(N4C(=O)NC5CC4(C)Oc4ccccc45)cc3)CC2)cc1 (stereo not drawn)
 : 105, 6
Cc1cc2oc(=O)cc(CN3CCCCC3)c2cc1C(C)C
 : 129, 5

# In the list so far, these have a carbonyl joined to an NH by a bond outside any ring:
# Below each compound – BAP1 block, HePTP inhibitor
CCC(C)[C@H](NC(=O)NCc1cccs1)C(=O)OC (stereo partly drawn)
 : 107, 10
NNC(=O)c1cc(-c2ccc3ccccc3c2)n[nH]1
 : /, -8
COc1ccc(NC(=O)C2CCN(c3nc(C)nc4c3CCC4)CC2)cc1
 : 96, 0
CS(=O)(=O)N(CC(=O)NCc1ccco1)c1cc(C(F)(F)F)ccc1Cl
 : 96, -4
COc1ccccc1NC(=O)Cn1cnc2c(oc3ccccc32)c1=O
 : 90, 9
O=C(Nc1nccs1)C1CCCN1S(=O)(=O)c1cccc2cccnc12 (stereo not drawn)
 : 97, -6
O=C(COc1ccc(Br)cc1)Nc1ccc(Cl)cn1
 : /, 4
CCCCC(CCC(=O)Nc1ccc(C(=O)OC)cc1)C(=O)O (stereo not drawn)
 : 141, 3
O=C(Cn1nnc(-c2ccncc2)n1)NCCc1ccccc1
 : 90, 4
COc1cc(C(=O)NCc2ccc(C)cc2)c([N+](=O)[O-])cc1OC
 : /, -3
CCOCCCNC(=O)C(Cc1ccccc1)NC(=O)c1ccco1 (stereo not drawn)
 : 74, -4

# (cont.)
# Below each compound – BAP1 block, HePTP inhibitor
O=C(c1ccc(Cl)c([N+](=O)[O-])c1)N1CCC(Cc2ccccc2)CC1
 : /, 5
Cc1ccc(-n2c3c(cc(C(=O)N4CCN(C)CC4)c2=O)C(=O)CC(C)(C)C3)cc1
 : /, 9
COc1ccc(CNC(=O)c2cccc3c2C(=O)N(Cc2cccnc2)C3)cc1
 : 125, 6
CC(/C=C/c1ccc2c(c1)OCO2)=N/NC(=O)COc1ccc(C)cc1
 : /, 4
COc1cc(C(=O)CSc2nncn2C)cc(OC)c1OC
 : 108, 0
CCOc1ccccc1Nc1nc(N)nc(CSc2nccc(C)n2)n1
 : 120, 8
CCCCOC(=O)n1c(=O)oc2ccccc21
 : 105, 9
COc1cccc(/C=C2\C(=O)NN(c3ccccc3)C2=O)c1O
 : /, -6
Cc1cccc(C(=O)N2c3ccc([N+](=O)[O-])cc3-c3c(ssc3=S)C2(C)C)c1
 : /, -10
Cc1nc2ccc(S(=O)(=O)NC(C(=O)N3CCC(C)CC3)C(C)C)cc2s1 (stereo not drawn)
 : 101, 2
O=C(c1ccc([N+](=O)[O-])cc1)N1CCN(Cc2cccc(Cl)c2)CC1
 : /, 7
CCOC(=O)Cn1c(=O)oc2cc(S(=O)(=O)NCC3CCCO3)ccc21 (stereo not drawn)
 : 96, 0
Cc1ccc(Sc2nc3ccc(C)cn3c(=O)c2C=Nc2ccc(Cl)cc2)cc1
 : 83, /
O=c1oc2ccc([N+](=O)[O-])cc2cc1-c1csc(Nc2ccccc2)n1
 : 302, /
O=C(O)CN(c1ccc(Cl)cc1)S(=O)(=O)c1ccccc1
 : /, 4
CCOc1cc(CN2CCCCC2)ccc1OC
 : 110, -3
Cc1ccc(-c2nc(C#N)c(NCCN3CCCCC3)o2)cc1
 : 89, -2
Cc1cc(C)n(-c2ccc(F)cc2)c(=O)c1C(=O)O
 : 99, -1
Oc1ccc(Br)cc1/C=N/n1cnc2ccccc21
 : 34*, 5
Cn1c(=O)[nH]c(=O)c2c1nc(Br)n2CCCSc1nc2ccccc2o1
 : 105, 5
COc1c(Cl)cc(C(=O)Nc2ccc3oc(-c4ccccc4)nc3c2)cc1Cl
 : /, -7
CCOC(=O)N1CCC(NC(=O)Cn2ncc3c2-c2cc(C)ccc2OC3)CC1
 : 105, 6
CCCCCCCC/C=C\CCCCCCCC(=O)NCCc1ccc(O)c(O)c1
 : 48*, /
COc1ccc(OC)c(/C=C2/C(=O)NC(=O)N(c3ccc(C(C)C)cc3)C2=O)c1
 : /, 10
O=C(O)Cn1ncc2c1-c1ccoc1CC2
 : 99, 12
O=C(Nc1ccccc1Cl)c1cccc(F)c1
 : /, -2
COc1ccc(OC)c(NC(=O)C2CCCNC2=O)c1 (stereo not drawn)
 : 101, 6
O=C1N=c2ccc(Br)cc2=C1c1sc(=S)n(NC(=O)c2ccccc2Cl)c1O
 : /, 9
COc1ccc(OC)c(/C=N\Nc2cc(C)c3ccccc3n2)c1
 : /, -7
Clc1ccc(-c2nn3cnnc3s2)c(Cl)c1
 : 78, 5
O=C(Nc1nc2ccccc2s1)C1CC(=O)N(c2ccc(Br)cc2)C1 (stereo not drawn)
 : 65, /
Cc1cc(-c2ccccc2)nc(SCc2ccc(C(=O)O)o2)n1
 : 92, 6
CC(=O)C(Sc1ccc2nnc(-c3ccc(F)cc3)n2n1)C(C)=O
 : 93, 1
CNC(=O)CCc1nc(-c2ccc(C(C)(C)C)cc2)no1
 : 118, 2
CCCN1C(=O)c2ccc(C(=O)NC3CCCCC3)cc2C1=O
 : 68, 3
O=C1C2C3C=CC(C3)C2C(=O)N1/N=C/c1ccc(I)o1 (stereo not drawn)
 : /, 7
O=C(Nc1cccc(-c2nc3ccccc3s2)c1)c1cc2ccccc2oc1=O
 : /, 0
O=C(NCC1CCCO1)c1cc2n(n1)C(C(F)(F)F)CC(c1ccc(Cl)cc1)N2 (stereo not drawn)
 : /, -9
COC(=O)CNC(=O)Cc1c(F)cccc1Cl
 : 73, 3
O=C(c1cccs1)N1CCN=C1SCc1cccnc1
 : 100, 11
Cc1noc(/C=C/NCc2cccnc2)c1S(=O)(=O)N(C)CC(=O)N1CCc2ccccc21
 : 89, 8
O=C(Nc1ccc(/C=C/c2ccccc2)cc1)c1ccc(F)cc1
 : /, -5
COc1ccccc1N1N=C(c2ccc([N+](=O)[O-])cc2)CC1c1ccccc1 (stereo not drawn)
 : /, -13
O=C(COC(=O)c1ccc(S(=O)(=O)N2CCOCC2)cc1)NC1CCCCCC1
 : /, 3
O=C(CSc1ccccn1)N1CCN(C(=O)CSc2ccccn2)CC1
 : 77, 5
CN1CCN(c2nc3ccccc3nc2N2CCN(C)CC2)CC1
 : /, -2
CC(O)CNc1nc2c(c(=O)n(C)c(=O)n2C)n1CCc1ccccc1 (stereo not drawn)
 : 61, 6
CCN(CC)c1ccc(C2CC(=O)NC3=C2C(=O)CC(C)(C)C3)cc1 (stereo not drawn)
 : 96, 7
COc1ccc2c(c1OC)C(=O)N(c1nc(-c3ccccc3)cs1)C2=O
 : /, -11
O=C(O)C1C2C=CC(O2)C1C(=O)Nc1ccccc1C(F)(F)F (stereo not drawn)
 : 96, 12
C=CCSc1nnc(-c2ccccc2NC(=O)CC)c(=O)[nH]1
 : 85, 2
C=CCN=C(NC#N)SCC(=O)c1cccc(OC)c1
 : 99, 6
Cn1c(CC(O)(c2ccccc2)c2ccccc2)nc2ccccc21
 : /, 6
Cc1ccc(C2Nc3ccccc3NC3=C2C(=O)CC(c2ccccc2)C3)s1 (stereo not drawn)
 : /, 4
Cc1cc(C)c2cc(C(O)c3nnnn3Cc3ccccc3)c(=O)[nH]c2c1 (stereo not drawn)
 : 80, -10
O=c1n(-c2ccccc2)c(=O)n2n1C1c3ccccc3C2c2ccccc21
 : /, -23
CCCOP(=O)(OCCC)C(Nc1cccc(C(F)(F)F)c1)c1ccc(C)cc1 (stereo not drawn)
 : /, 9
Fc1cccc(Cl)c1Cc1noc(/C=C/c2ccccc2)n1
 : /, -16
Cn1c(=O)oc2cc(S(=O)(=O)N3CCCC(C(=O)N4CCn5c4nc4ccccc45)C3)ccc21 (stereo not drawn)
 : 87, /
COCC(=O)n1nc(NCc2ccc(OC)cc2)nc1NCc1ccc(OC)cc1
 : 119, 9

# (listing goes on)
# Below each compound – BAP1 block, HePTP inhibitor
Cc1cnc(NC(=O)CN(C)S(=O)(=O)c2ccc(Cl)cc2)s1
 : 93, 1
Cc1cccc(NCc2ccccc2O)c1
 : 83, 2
COc1cc2c(cc1OC)CN(Cc1nc3ccsc3c(=O)[nH]1)CC2
 : 92, 7
CC(=O)Nc1c(C(=O)O)oc2ccc(Cl)cc12
 : 101, -6
COc1ccccc1C1C(C(=O)OCCOc2ccccc2)=C(C)NC2=C1C(=O)CCC2 (stereo not drawn)
 : /, -4
COc1ccc(C(C(C(=O)c2cccs2)N2CCOCC2)N2CCOCC2)cc1OC (stereo not drawn)
 : 101, 1
COc1ccc2c(=O)cc(C(F)(F)C(F)(F)F)oc2c1
 : 100, 3
CC(=O)Nc1ccccc1NC(=O)C(c1ccccc1)c1ccccc1
 : /, 2
CCOC(=O)N1CCN(C(=O)c2ccc(Cn3c(=S)[nH]c4cc5c(cc4c3=O)OCO5)cc2)CC1
 : 68, -2
NC(=O)c1ccc(N2CCCCC2)c(N2C(=O)C3C4C=CC(C4)C3C2=O)c1 (stereo not drawn)
 : 96, 7
O=C(Nc1ccc(Br)cc1C(=O)O)c1ccc2c(c1)C(=O)N(C1CCCCC1)C2=O
 : /, -1
CC1CCN(CCCNC(=O)c2cc3sccc3n2C)CC1
 : 95, 6
CS(=O)(=O)N(CC(=O)N1CCCCCC1)c1ccccc1
 : 103, 2
CCN1CCN(C(=O)N[C@@H](C(=O)N[C@@H]2C(=O)N3[C@@H]2SC(C)(C)[C@@H]3C(=O)O)c2ccccc2)C(=O)C1=O
 : 65, 3
CC1(C)CC(=O)c2sc(NC(=O)c3ccccc3)nc2C1
 : /, -16
CCc1ccccc1-n1c(SCC(=O)NC)nnc1-c1cccnc1
 : 96, 1
O=C(O)c1cc2n(n1)C(C(F)(F)F)CC(c1ccc(Cl)cc1)N2 (stereo not drawn)
 : 132, /
CC(=O)c1c(C)nn(CCC(=O)O)c1C
 : 72, 4
CC(=O)Nc1ccc(-c2nnc(SCC(=O)n3c4c(c5ccccc53)CCCC4)n2C)cc1
 : 108, 43
COc1ccc(C2=NN(C(=O)CCC(=O)O)C(c3ccccc3OC)C2)cc1 (stereo not drawn)
 : /, -8
CN(C)CCCNC(=O)c1ccc(-c2ccccc2)cc1
 : 106, -2
COc1ccc(C2CC(c3cccs3)n3nc(N)nc3N2)cc1 (stereo not drawn)
 : 98, 1
CCCCOC(=O)c1ccc(N2CCCCC2)cc1
 : /, 8
O=C(Cn1nnc2ccccc21)NNC(=S)Nc1ccccc1
 : /, -1
O=C(Cc1ccccc1)NCCCN1CCN(CCCNC(=O)Cc2ccccc2)CC1
 : 133, -8
COC(=O)C1=C(N)Oc2n[nH]c(C)c2C1c1ccc(Br)cc1 (stereo not drawn)
 : /, 10
Cc1ccc(N(CC(=O)NCCSc2ccc(Cl)cc2)S(=O)(=O)c2ccc(F)cc2)cc1
 : /, 6
COc1ccc(CCNS(=O)(=O)c2cccc(F)c2)cc1OC
 : 77, 6
COC(=O)Oc1nsnc1N1CCOCC1
 : 125, 32
CCc1cccc(OCCCCNCCOC)c1
 : 92, 6
O=S(=O)(c1cccc2ccccc12)N1CCSC1
 : 96, 2
Cc1oc2cc(Br)c(O)cc2c1C(=O)OC(C)C
 : 74, 6
O=C(c1ccc(S(=O)(=O)N2CCCC2)cc1)N1CCN(C/C=C/c2ccccc2)CC1
 : /, 6
O=C(CN1C(=O)COc2ccccc21)N(Cc1ccc2c(c1)OCO2)CC1CCCO1 (stereo not drawn)
 : 92, 7
COc1cc2c(c(OC)c1OC)c(=O)oc1cc(O)ccc12
 : /, 5
COc1ccc(C2(C(N)=O)CCOCC2)cc1OC
 : /, 3
